High-throughput results deposited in PubChem by several laboratories.
HIV peptide binding – cell-free HIV fusion peptide-binding blockers – biochemical, uHTS, fluorescence dequenching, primary screen (AID 1986); one-dose inhibition, % at 20 µM; IC50 in µM for titrated hits; hit rate 0.3% among 290,000; cell-free peptide binding, fluorescence dequenching, 30 min; higher % means a stronger effect; in the data active = inhibition mostly above about 52%, no sharp cut-off; inactive = mostly below about 76%; note: some results filed as inactive read as strong as hits
West Nile virus CPE – inhibition of WNV-induced cytopathic effect – cell-based, CPE readout (AID 1621); West Nile virus-infected cells, CPE inhibition; higher % means a stronger effect; hit rate 0.02% among 290,000; CPE inhibition, % at 10 µM, or IC50 in µM where a hit was titrated; in the data active = a potency from the dose series; inconclusive = CPE inhibition mostly from about 3.7% at the one dose, without a potency; inactive = the rest, 99 in 100 with CPE inhibition below about 2.2%; note: strong numbers were not always called active
KOR beta-arrestin-1 – KOR antagonists, beta-arrestin recruitment, cell-based, luminescence, uHTS (AID 1778). KOR beta-arrestin recruitment, luminescence, antagonist mode; higher % means a stronger effect. inhibition, % at 10 µM, or IC50 in µM where a hit was titrated. hit rate 0.091% among 290,000; in the data active = inhibition above about 50%; note: strong numbers were not always called active
NOD1 NF-kB reporter – inhibition of NOD1-driven NF-kB reporter – cell-based, luminescence, uHTS, primary screen (AID 1578) | NOD1-driven NF-kB luciferase reporter cells, luminescence; higher % means a stronger effect | inhibition, % at 4 µM; hits with a dose series show EC50 in µM | hit rate 1% among 290,000; in the data active = inhibition mostly above about 36%, no sharp cut-off; inactive = mostly below about 34%;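 note: HEK-293T reporter cells stimulated with the NOD1 agonist gamma-tri-DAP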
NS5 inhibitors – flavivirus cap methylation enzyme inhibition – biochemical, confirmation dose response, primary screen (AID 588689); Dengue-2 NS5 methyltransferase capping enzyme assay, biochemical; higher % means a stronger effect; inhibition, % at 25 µM, or IC50 in µM where a hit was titrated; hit rate 0.3% among 340,000; in the data active = a potency from the dose series; inconclusive = inhibition above about 29% without an active follow-up result
GPR55 beta-arrestin – GPR55 agonists via beta-arrestin recruitment, primary screen, imaging, U2OS cells, beta-arrestin-GFP redistribution (AID 1961). U2OS GPR55 beta-arrestin-GFP redistribution imaging; higher % means a stronger effect. activation, % at 10 µM, or EC50 in µM where a hit was titrated. hit rate 0.048% among 290,000;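 active = activation above 40% with more than 50 cells counted in the well; inconclusive = wells holding fewer than 50 cells, flagged as toxic or sparse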;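 note: U2OS osteosarcoma cells stably expressing GPR55 and beta-arrestin-GFP; plate controls were DMSO negative control for no effect and LPI positive control for full effect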
GPR35 antagonists – inhibition of zaprinast-stimulated GPR35 beta-arrestin translocation – imaging, U2OS, beta-arrestin-GFP, zaprinast agonist, primary screen (AID 2058); U2OS GPR35 beta-arrestin-GFP translocation imaging, zaprinast antagonism; higher % means a stronger effect; inhibition, % at 10 µM; hits with a dose series show IC50 in µM; hit rate 0.052% among 290,000;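 active = inhibition of at least 50% with at least 30 cells and total cytoplasm GFP at most 10,000,000; inconclusive = under 30 cells or total GFP of 10,000,000 plus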
GPR55 LPI antagonism – inhibition of LPI-stimulated GPR55 beta-arrestin translocation – imaging, U2OS, beta-arrestin-GFP, LPI agonist, primary screen (AID 2013); U2OS GPR55 beta-arrestin-GFP translocation imaging, LPI antagonism; higher % means a stronger effect; inhibition, % at 10 µM, or IC50 in µM where a hit was titrated; hit rate 0.13% among 290,000;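 active = spots per cell inhibited over 60%, with over 100 cells counted and total cytoplasm intensity under 500,000; inconclusive = wells with under 100 cells, flagged as likely toxic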;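 note: U2OS cells stably carrying GPR55 and arrestin-GFP stimulated by 5 µM LPI near EC80; imaged beta-arrestin-GFP aggregate spots per cell after agonist stimulation; plate controls were LPI-stimulated DMSO wells for no effect and DMSO wells without LPI for full effect; some results filed as inactive read as strong as hits; confirmed hits need IC50 under 10 µM and bright autofluorescent wells are also inconclusive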
KOR beta-arrestin-2 – kappa opioid receptor activators – cell-based, luminescence, uHTS, primary screen (AID 1777); KOR beta-arrestin recruitment, luminescence; higher % means a stronger effect; activation, % at 10 µM, or EC50 in µM where a hit was titrated; hit rate 0.02% among 280,000; in the data active = activation above about 50%, passing the limit was not always enough; note: a part of the inactive calls stands beside numbers as strong as those of hits
NS5 inhibitors pilot replicate – recorded beside NS5 inhibitors, whose call it bears; inhibition, %; measured here: pilot screen replicate inhibition
* = called active by the depositor; ? = inconclusive; . = no result given; [ ] = dose if it differs, or a comment. The list is partial; the hit share may differ from the screen's.

SMILES	HIV peptide binding	West Nile virus CPE	KOR beta-arrestin-1	NOD1 NF-kB reporter	NS5 inhibitors	GPR55 beta-arrestin	GPR35 antagonists	GPR55 LPI antagonism	KOR beta-arrestin-2	others
CCc1ccc(NC(=O)c2noc3c2CCCCC3)cc1	0.5%	.	2%	-29%	2%	0.2%	-11%	29%	3.6%
COc1ccccc1CNS(=O)(=O)c1ccc(Br)s1	0.4%	-1.1%	-19%[20 µM]	2%	1%	-0.3%	3%	46%	-1.9%
O=c1[nH]c2ccc(S(=O)(=O)NCc3ccccn3)cc2s1	2.6%	1.1%	-6%	-28%	5%	-0.1%	-9%	-2%	0.4%
COc1ccc(-n2c(SCC(N)=O)nc3nc4c(cc3c2=O)COC(C)(C)C4)cc1	-0.7%	.	15%	-16%	-9%	0.0%	0%	4%	0.4%
Cc1cc(C)c(-c2cc(NC(=O)CSc3n[nH]c(N)n3)n(-c3ccccc3)n2)cc1C	-2.3%	0.5%	-15%	37%	0%	0.2%	20%	6%	-2.9%
O=C(CCC(=O)Nc1ccc(F)cc1)N/N=C/c1ccccc1O	-0.3%	0.8%	2%	15%	-5%	0.2%	3%	1%	-3.2%
O=C(O)c1ccc(Cn2cc(Cl)cn2)cc1	-0.8%	0.8%	8%	-18%	-4%	-0.1%	-5%	13%	-3.4%
Clc1cccc(C[n+]2cc(-c3ccccc3)n3c2CCC3)c1	0.5%	-0.8%	-10%	3%	-1%	0.7%	8%	0%	1.5%
O=C(CCCn1c(=O)[nH]c2ccc(Br)cc2c1=O)NCc1ccc(Cl)cc1	-1.0%	-1.4%	20%	8%	-1%	-0.3%	-8%	9%	8.2%
CC(=O)NCCc1nc2ccccc2n1CCOc1ccccc1C	-0.4%	-0.5%	10%	2%	-12%	0.3%	2%	11%	1.6%
CC(C)CCNC(=O)C(c1ccco1)N(C(=O)Cn1nnc2ccccc21)c1ccc2c(c1)OCO2 (centres undefined)	-1.4%	0.1%	-28%	3%	1%	0.2%	-7%	3%	-2.2%
CS(=O)(=O)N(CC(=O)NC1CCCCCC1)Cc1ccccc1	-2.1%	-0.4%	26%	-16%	-1%	0.1%	-5%	8%	-6.5%
CCCCC(=O)Nc1cc(NC(=O)CC)ccc1Cl	5.8%	-0.1%	4%	-14%	-3%	0.2%	-15%	4%	-0.2%
Cc1ccc(N2C(=O)CC(Sc3nc(C)cc(C)n3)C2=O)cc1 (centres undefined)	1.6%	-0.9%	-4%	-18%	6%	-0.2%	3%	-15%	-1.3%
CCOc1ncccc1C(=O)OCCN1C(=O)c2ccccc2C1=O	0.0%	0.6%	-12%	-14%	2%	-0.3%	9%	4%	6.5%
CC1CCCN(C(=S)SCC(=O)O)C1 (centres undefined)	-0.8%	0.4%	4%	-2%	1%	0.6%	4%	2%	4.7%
CCCC(=O)Nc1c2c(nn1-c1ccccc1)CSC2	2.3%	-0.3%	-10%	-23%	-4%	0.5%	-6%	16%	-6.8%
CC1=NN(C(=O)c2ccccc2F)C(O)(c2ccc(Cl)cc2)C1 (centres undefined)	-0.1%	-1.0%	-8%	-11%	-3%	-0.2%	0%	-8%	-2.3%	NS5 inhibitors pilot replicate=-3.3
Cc1c(C(=O)Nc2ccc(C(F)(F)F)cc2)sc2ncn(CC(=O)N3CCN(c4ccccn4)CC3)c(=O)c12	19%	?	-55%	-4%	2%	0.0%	-2%	-5%	87%
O=C1N/C(=C/c2ccc(Br)cc2)C(O)=C1C=NCc1ccccc1	1.5%	-1.1%	-64%	-30%	-4%	0.2%	.	17%	-2.3%
COc1ccc(NC(=O)C2C3CCC(O3)C2C(=O)O)cc1OC (centres undefined)	-0.5%	0.1%	-12%	-21%	1%	-0.1%	-3%	1%	-6.4%	NS5 inhibitors pilot replicate=-0.3
COc1ccc(CCNc2nc(C)nc3c2nnn3Cc2ccccc2)cc1OC	-1.2%	-1.4%	4%	-18%	-5%	-0.1%	-4%	4%	-3.2%
O=C(OCCOCCN=C1NS(=O)(=O)c2ccccc21)C1CC(=O)N(c2ccccc2)C1 (centres undefined)	-1.8%	0.2%	16%	-8%	-2%	0.2%	-14%	8%	-3.1%
C#Cc1ccc(CN2CCN(CCCc3ccccc3)C(CCO)C2)cc1 (centres undefined)	0.0%	-1.0%	-7%[20 µM]	1%	-1%	0.3%	-6%	3%	0.2%	NS5 inhibitors pilot replicate=0.6
CCCc1cc(=O)oc2cc(C)c3c(C)coc3c12	-1.1%	-0.9%	-17%	-19%	-2%	-0.2%	4%	-4%	-0.4%
CC(=O)Nc1ccc(NC(=O)CSc2nccn2Cc2ccco2)cc1	0.8%	-0.7%	28%	-25%	2%	-0.2%	0%	12%	-2.1%
O=C(CCn1cnc2ccccc21)N=Nc1c(O)[nH]c2ccccc12	-1.9%	-0.1%	10%	-3%	-8%	-0.1%	-18%	10%	-1.1%
O=C(COc1ccccc1F)NNC(=O)c1ccc(N2CCCCC2)c([N+](=O)[O-])c1	-2.0%	-0.1%	.	-13%	-4%	-0.4%	9%	-2%	1.5%
CCOc1ccc(S(=O)(=O)N(CC)CC(=O)NC2CC2)cc1	-0.5%	-0.4%	19%	-17%	-6%	-0.2%	4%	4%	-1.4%
O=C(O)c1cccc2c(/C=N/Nc3ccccn3)c[nH]c12	4.8%	0.3%	-10%	-10%	-5%	-0.1%	6%	-1%	4.4%
CC(C)CC(=O)NC(=S)Nc1ccc(S(=O)(=O)Nc2nccs2)cc1	3.5%	-0.3%	-11%	-30%	0%	0.0%	4%	-3%	11%
Cc1ccc(S(=O)(=O)N2CCN(C(=O)c3cccs3)CC2)cc1	-0.2%	-1.2%	-36%[20 µM]	-30%	.	-0.2%	-10%	-4%	.
COc1ccc(/C=C(\NC(=O)c2ccc([N+](=O)[O-])cc2)C(=O)NCCCN2CCOCC2)cc1	0.0%	-0.3%	-22%	11%	-12%	-0.1%	-6%	2%	-3.4%
Cc1ccc(C(=O)C(C)Oc2ccc3ccc(=O)oc3c2)cc1 (centres undefined)	2.0%	-0.2%	3%	-9%	-10%	0.2%	-2%	-7%	-2.4%
O=C(c1ccc(=O)[nH]c1)N(Cc1ccco1)C1(C(=O)NC2CCCC2)CCCCC1	0.3%	.	34%	27%	-2%	-0.1%	17%	2%	6.0%
c1ccc2c(c1)N1CCN=C1N2CCN1CCCCC1	-0.1%	-0.1%	-30%	-26%	3%	-0.3%	27%	6%	-0.9%
NS(=O)(=O)c1cccc(NC(=O)c2cccc(-c3ccc(O)cc3)c2)c1	-0.4%	0.3%	-6%	-27%	3%	-0.2%	-3%	9%	-1.7%
COc1ccc(Br)cc1CNC(=O)Cn1nc(C)n2cccc2c1=O	0.0%	-0.7%	-5%	1%	0%	-0.2%	12%	-9%	-4.9%
O=C(Nc1nccs1)c1ccc(-c2ccccc2Cl)o1	-1.9%	0.8%	-12%	-28%	-4%	-0.3%	7%	-5%	-0.3%
Cc1cc(C(=O)N/N=C\C(Br)=C\c2ccccc2)c(C)o1	-3.4%	0.0%	-42%	-13%	.	0.0%	-9%	-7%	2.7%
CSC1=NC2(CC(c3ccccc3)Oc3cc(O)ccc32)CC(C)(C)N1 (centres undefined)	1.3%	.	-6%	-10%	-5%	0.0%	-1%	6%	-3.2%
CCN(CC)S(=O)(=O)c1ccc(N2CCOCC2)c(NC(=O)CCC2CCCCC2)c1	-0.9%	-2.0%	11%	-22%	5%	-0.2%	-5%	-16%	4.0%
CSc1cccc(NC(=O)C(=O)NCc2ccccc2)c1	-0.2%	-0.1%	20%	-5%	.	1.8%	1%	12%	4.1%
CCCN(Cc1ccccc1)C(=S)Nc1ccc(OC(F)F)cc1	-0.3%	-0.8%	-20%	-17%	1%	-0.2%	8%	0%	0.1%
Nc1c(C(=O)NC2CCCC2)c2nc3ccccc3nc2n1N	-0.2%	-0.1%	-15%	-16%	-10%	-0.2%	24%	6%	-2.3%

Fetched one by one from the entries so far, two records:
SMILES	HIV peptide binding	West Nile virus CPE	KOR beta-arrestin-1	NOD1 NF-kB reporter	NS5 inhibitors	GPR55 beta-arrestin	GPR35 antagonists	GPR55 LPI antagonism	KOR beta-arrestin-2	others
COc1ccc(/C=C(\NC(=O)c2ccc([N+](=O)[O-])cc2)C(=O)NCCCN2CCOCC2)cc1	0.0%	-0.3%	-22%	11%	-12%	-0.1%	-6%	2%	-3.4%
Cc1ccc(C(=O)C(C)Oc2ccc3ccc(=O)oc3c2)cc1 (centres undefined)	2.0%	-0.2%	3%	-9%	-10%	0.2%	-2%	-7%	-2.4%

(more compounds)
SMILES	HIV peptide binding	West Nile virus CPE	KOR beta-arrestin-1	NOD1 NF-kB reporter	NS5 inhibitors	GPR55 beta-arrestin	GPR35 antagonists	GPR55 LPI antagonism	KOR beta-arrestin-2	others
COc1ccc(N2CC(C(=O)OCC(=O)NCc3ccccc3)CC2=O)cc1 (centres undefined)	-2.2%	-0.2%	9%	4%	6%	-0.1%	13%	.	11%
CN1CCN(C(=O)Nc2cccc3ccccc23)CC1	-1.0%	0.6%	16%	-17%	-2%	-0.1%	4%	12%	-2.0%
CN=C1S/C(=C\c2c(OC)cc(OC)cc2OC)C(=O)N1C	1.4%	-0.2%	-20%	-5%	-3%	-0.1%	-11%	6%	1.2%
Cn1cc(C(N)=O)c2ccccc21	0.5%	-0.4%	-4%	-12%	0%	0.8%	14%	8%	-0.1%
CCOC(=O)C(NC(=O)c1ccccc1)(OCc1ccc(F)cc1)C(F)(F)F (centres undefined)	-1.1%	-0.1%	14%	-9%	-6%	0.3%	5%	10%	1.6%
COc1ccc(NC(=O)CSc2ccc(F)cc2)cc1S(=O)(=O)N1CCCCC1	-1.6%	-0.6%	-3%	5%	-2%	0.1%	0%	-10%	13%
O=C1C2C3C=CC(C3)C2C(=O)N1c1ccc(Cc2ccncc2)cc1 (centres undefined)	-1.4%	-1.1%	30%	44%	-11%	0.0%	-4%	-3%	1.5%
CCC(=O)NNc1nc2c(F)cc(F)cc2s1	-0.5%	0.1%	-12%	-6%	-5%	0.0%	3%	-3%	0.8%
COc1ccc(NC2CCCN(C(=O)c3ccc(OC)cc3OC)C2)cc1 (centres undefined)	-0.8%	0.2%	1%	-19%	-6%	-0.1%	-5%	3%	-0.9%
Cc1ccc(C)c(C(=O)Cn2ncc(Cl)c(Cl)c2=O)c1	-0.2%	-0.8%	-30%	-1%	-8%	0.2%	3%	-1%	0.8%
CCOC(=O)Cc1csc(NC(=O)Cn2c(=O)oc3ccccc32)n1	-1.2%	0.0%	18%	-11%	-13%	-0.3%	3%	1%	-0.1%
Cc1ccc(C(=O)Nc2ccc(N3CCN(C(=O)c4ccco4)CC3)cc2)cc1	-2.7%	-1.1%	-11%[20 µM]	-22%	-1%	-0.1%	9%	14%	.
